Screens (PubChem BioAssay)
LAP4 TOR yeast: yeast TOR pathway LAP4-GFP modulation; AID 2023; hit rate 0.34% among 320,000; S. cerevisiae LAP4-GFP multiplex, flow cytometry GFP, 3 h; median GFP as percent of DMSO wells; GFP response vs DMSO, % at 10 µM;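 active means GFP response vs DMSO above a set limit, about the screen mean plus 3 SD, cut at about 150% in these data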
RPL19A TOR yeast: modulators of TOR pathway RPL19A-GFP in S. cerevisiae | S. cerevisiae RPL19A-GFP strain, flow cytometry, 3 h; active compounds read low | percent response vs DMSO, % at 10 µM | hit rate 0.3% among 330,000;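 active means percent response vs DMSO below 50%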;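 further: median channel GFP fluorescence of the barcoded RPL19A-GFP strain; ratio of sample median GFP to plate DMSO average so 100% = DMSO; lower means less RPL19A-GFP as with rapamycin TOR inhibition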
VLA-4 inh: inhibition in a human VLA-4 binding assay; inhibition, % (about 7 µM as worked out from the volumes in the protocol); AID 2557; hit rate 0.2% among 330,000; VLA-4 expressing cells, ligand binding flow cytometry; in the data active means inhibition above about 50%
Target sequence (P13612 whole entry, looked up): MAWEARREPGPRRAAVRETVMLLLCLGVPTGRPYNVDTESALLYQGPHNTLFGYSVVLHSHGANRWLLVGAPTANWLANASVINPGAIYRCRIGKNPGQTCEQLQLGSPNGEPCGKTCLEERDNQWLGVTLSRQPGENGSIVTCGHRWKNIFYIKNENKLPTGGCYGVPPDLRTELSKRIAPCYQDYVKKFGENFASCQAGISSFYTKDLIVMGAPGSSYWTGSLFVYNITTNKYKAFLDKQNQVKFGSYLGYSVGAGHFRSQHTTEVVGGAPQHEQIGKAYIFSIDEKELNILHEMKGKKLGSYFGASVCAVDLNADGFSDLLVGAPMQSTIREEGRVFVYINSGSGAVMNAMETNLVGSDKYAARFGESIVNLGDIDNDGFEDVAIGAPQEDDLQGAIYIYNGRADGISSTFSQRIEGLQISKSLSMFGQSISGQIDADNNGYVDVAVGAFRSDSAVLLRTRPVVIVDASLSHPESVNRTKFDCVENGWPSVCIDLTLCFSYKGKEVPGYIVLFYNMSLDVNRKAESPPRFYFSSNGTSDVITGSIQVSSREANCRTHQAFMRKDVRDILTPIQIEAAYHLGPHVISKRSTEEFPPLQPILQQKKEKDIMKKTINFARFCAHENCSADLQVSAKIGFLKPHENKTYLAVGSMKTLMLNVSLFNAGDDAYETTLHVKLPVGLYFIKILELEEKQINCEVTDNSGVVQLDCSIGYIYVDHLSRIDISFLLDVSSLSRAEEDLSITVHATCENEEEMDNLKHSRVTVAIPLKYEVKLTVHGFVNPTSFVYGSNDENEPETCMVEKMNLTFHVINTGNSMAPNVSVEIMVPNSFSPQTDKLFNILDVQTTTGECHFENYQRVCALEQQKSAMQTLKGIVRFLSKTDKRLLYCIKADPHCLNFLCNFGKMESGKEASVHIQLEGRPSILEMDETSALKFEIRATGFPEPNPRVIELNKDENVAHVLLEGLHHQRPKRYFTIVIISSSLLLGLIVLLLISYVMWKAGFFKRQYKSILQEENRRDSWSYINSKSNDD
AGP1-GFP MLPCN: yeast TOR pathway AGP1-GFP modulation; S. cerevisiae AGP1-GFP multiplex flow cytometry, 3 h; GFP as percent of DMSO wells; hit rate 0.02% among 320,000; AID 2066; GFP response vs DMSO, % at 10 µM;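 active means GFP response relative to DMSO above a set limit, near screen average plus 3 SD, cut at about 150% in these data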;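 further: median GFP channel fluorescence of the gated AGP1 strain per well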
MEP2-GFP yeast: yeast TOR pathway MEP2-GFP modulation; S. cerevisiae MEP2-GFP strain, flow cytometry GFP, 3 h; 100% = DMSO control level; GFP response vs DMSO, % at 10 µM; hit rate 0.51% among 330,000;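 active means GFP response versus DMSO above a set limit, roughly screen mean plus 3 SD, cut at about 180% in these data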;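 further: median GFP fluorescence of the barcode-gated MEP2-GFP cells per well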
CIT2-GFP yeast: alters CIT2-GFP fluorescence in TOR pathway yeast screen; S. cerevisiae CIT2-GFP strain, flow cytometry, 3 h; 100 means same as DMSO wells; GFP response vs DMSO, % at 10 µM; hit rate 0.065% among 320,000; AID 2029;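 active means GFP response relative to DMSO above a set limit, near the screen mean plus 3 SD, cut at about 150% in these data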;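 further: ratio of well median GFP fluorescence to mean of DMSO wells on the plate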
CR mimetic SO: caloric restriction mimetics inhibiting age-related superoxide in yeast; S. cerevisiae aged cells, superoxide DHE fluorescence; active compounds read low; superoxide response (% of plate mean), % at 10 µM; hit rate 0.18% among 330,000; AID 2690;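 active means superoxide response under a set limit, about three screen SD below normal, cut at about 65% in these data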;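 further: yeast aged for seven days with compound at 30 °C before DHE staining; 100% = average MFI of all compound-treated wells on the plate with controls excluded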
GRK2 aptamer HTS: blocks RNA aptamer binding to human GRK2; hit rate 0.59% among 330,000; inhibition of aptamer binding, % at 10 µM; AID 488847; bead flow cytometry, FAM-aptamer displacement from GRK2;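 active means inhibition of aptamer binding above 40%, roughly 3 SD of noise, on plates passing a quality check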;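 further: median bead fluorescence of bound FAM aptamer so fluorescent compounds give negative values; no value below 0 was filed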
* marks the source's active call; other numbers are inactive results; i = inactive; · = no result given.

SMILES	LAP4 TOR yeast	RPL19A TOR yeast	VLA-4 inh	AGP1-GFP MLPCN	MEP2-GFP yeast	CIT2-GFP yeast	CR mimetic SO	GRK2 aptamer HTS
CCN(CC)c1ccc(CNc2nnnn2C)cc1	99	103	10	98	101	108	99	0
Cc1ccc(NC(=O)CC2S/C(=N/N=C/c3ccco3)NC2=O)cc1Cl (stereo unspecified)	92	103	15	96	107	99	95	0
Cc1oc2nc(SCC(=O)NC3CCCCC3)nc(N)c2c1C	94	90	10	97	103	103	102	0
CC(C)[C@H](NS(=O)(=O)c1ccccc1)C(=O)OCC(=O)NC1CCCCC1	96	104	11	100	94	98	93	2
Cc1ccc(CNC(=O)C2CCCN(S(=O)(=O)c3cccc4nonc34)C2)cc1 (stereo unspecified)	88	106	7	98	108	101	96	0
CCOC(=O)c1c(C)[nH]c(C(=O)N2CCN(C(=O)OCC)CC2)c1C	89	104	1	96	107	100	91	6
COc1ccc(-c2nnnn2C)cc1S(=O)(=O)NCc1ccccc1	102	102	6	100	105	96	92	0
CCC1CCCCN1CCCNC(=O)CSc1nc2nc(C)c(Cc3ccc(C)cc3)c(C)n2n1 (stereo unspecified)	107	101	-4	105	100	100	97	0
c1ccc(-n2nnc3c(N4CCOCC4)ncnc32)cc1	107	100	7	99	103	98	113	5
COC(=O)C1=C2SCC(=O)N2C(N)=C(C#N)C1	100	101	23	100	97	101	90	4
O=C(c1cccs1)N1CCN(c2ncc(C(F)(F)F)cc2Cl)CC1	99	99	11	94	101	93	102	1
Cc1ccc(S(=O)(=O)NCCC(=O)N2CCCCCCC2)cc1C	104	99	4	68	104	66	107	0
CC(C)N1CCC(N2CCN(Cc3ccc(-c4ccc(Cl)cc4)o3)CC2CCO)CC1 (stereo unspecified)	102	92	8	96	95	89	76	0
CCN1CCN(C(CNS(=O)(=O)c2ccccc2)c2ccccc2)CC1 (stereo unspecified)	91	99	17	97	116	96	84	2
CC(=O)c1cccc(S(=O)(=O)N2CCCC(c3nc(-c4ccc(C)o4)no3)C2)c1 (stereo unspecified)	98	97	9	94	100	97	108	0
CCC(C)N1CCN(S(=O)(=O)Cc2ccccc2)CC1 (stereo unspecified)	83	108	-1	74	98	101	91	0
COCCCn1c(SCC(=O)Nc2ccc(C)cc2)nc2ccccc2c1=O	94	103	6	103	99	101	82	1
O=C(O)Cc1csc(Nc2cccc(Cl)c2)n1	109	92	5	110	96	84	94	0
O=C(CN1C(=O)NC2(CCCCC2)C1=O)Nc1ccc2[nH]c(=O)[nH]c2c1	100	97	0	103	101	92	85	0
CCCC12CN3CCN(CC(C3)/C1=N\NC(=O)c1ccccc1N)C2	115	99	-7	97	154	78	96	0
Cc1c(C)c2ccc(OC(C)C(=O)NC3CC(C)(C)NC(C)(C)C3)cc2oc1=O (stereo unspecified)	98	99	5	101	95	98	83	0
O=C(O)C1CCC(=O)N1C1c2ccccc2Oc2ccccc21 (stereo unspecified)	93	93	-21	100	103	105	118	6
Cc1cc(C)nc(-n2nc(C)c(Br)c2Nc2ccc(Br)cc2)n1	97	104	-16	114	110	114	106	3
Cc1ccc(OCCNS(=O)(=O)c2ccc(N3CCCC3=O)cc2)cc1C	76	114	2	91	99	89	104	1
C=CC[C@@H](CC(=O)N[C@@H](CO)Cc1ccccc1)C(=O)N[C@H](COC(=O)[C@H](CC=C)CC(=O)OC(C)(C)C)Cc1ccccc1	90	87	-9	82	93	83	107	3

Continuation:
SMILES	LAP4 TOR yeast	RPL19A TOR yeast	VLA-4 inh	AGP1-GFP MLPCN	MEP2-GFP yeast	CIT2-GFP yeast	CR mimetic SO	GRK2 aptamer HTS
Cc1cc(S(=O)(=O)N2CCCC2)ccc1OCC(=O)NCc1ccccn1	99	98	5	101	101	101	101	2
CCCCN(CC)CCNC(=O)c1cc2cc3ccc(Cl)cc3nc2o1	86	98	8	96	97	97	94	0
CC1(C)CC(NC(=O)C23CCC(C)(C(=O)C2)C3(C)C)CC(C)(C)N1 (stereo unspecified)	95	102	2	102	99	103	96	1
COc1ccc(CCNC(=O)CCC(=O)N2CCN(S(=O)(=O)c3ccccc3)CC2)cc1OC	90	95	20	94	97	90	92	0
Cc1[nH]c2ccccc2c1C(=O)C(=O)N1CCN(c2ccccc2F)CC1	106	105	3	113	100	109	103	0
CCCCNC(=O)C1CCN(C(=O)Nc2ccc(C)cc2)CC1	103	106	-5	111	104	106	101	0
COc1ccc(CN2CCN(C(=O)CCC(=O)Nc3nnc(C4CCCCC4)s3)CC2)cc1F	108	92	6	107	98	97	128	0
Cc1cc(C(=O)NN=Cc2ccc(OC(=O)c3ccco3)cc2)c(C)o1	97	103	13	101	101	99	101	2
CCC(C(=O)Nc1ccc([N+](=O)[O-])cn1)c1ccccc1 (stereo unspecified)	91	101	3	107	113	94	97	1
Cc1occc1C(=O)N/N=C/c1ccc2c(c1)OCO2	102	97	6	105	102	103	106	1
O=C(O)c1c(NC(=O)N2CCCC2)sc2c1CCCC2	106	106	9	97	113	128	121	1
COc1cc(Cl)c(CN2CCCC(CO)(Cc3ccccc3)C2)cc1OC (stereo unspecified)	89	103	-15	99	101	106	102	0
COCc1cc(C)nc(SCc2nc3ccccc3c(=O)[nH]2)c1C#N	90	84	0	86	96	92	100	2
O=C1CC(c2ccc3c(c2)OCCO3)Oc2ccc([N+](=O)[O-])cc21 (stereo unspecified)	107	102	-2	106	101	94	102	42*
COc1cccc(NC(=O)CSc2nc3c(sc4ccccc43)c(=O)n2CCN(C)C)c1	123	99	10	103	91	90	111	5
COc1cc(/C=N/NC(=O)COc2ccc(-n3cnnn3)cc2)ccc1OCC(N)=O	107	104	7	105	101	103	107	0
C/C(O)=c1/cnc2nc3ccccc3n2c1=O	86	98	6	94	94	97	93	2
C=C(C(=O)O)C1CCC2(C)CCCC(C)(O)C2C1 (stereo unspecified)	106	99	11	100	112	97	102	0
O=C(CC1c2ccccc2Oc2ccccc21)N1CCN(c2ccccn2)CC1	99	97	-16	102	100	98	87	1
Cc1ccccc1-c1nn(-c2ccccc2)cc1C(=O)NCC(c1ccco1)N1CCCC1 (stereo unspecified)	101	104	-1	108	100	103	97	0
CC(=O)N1CCN(C(=O)COc2ccc3oc4c(c3c2)CCCC4)CC1	104	99	34	107	105	105	100	1
Cc1cc(C)nc(NC(=O)/C=C/c2ccccc2Cl)n1	108	102	4	110	111	105	86	4
CCCCNC(=O)C(CC)(ONc1ccccc1C(F)(F)F)c1ccccc1OC (stereo unspecified)	113	94	-16	101	93	99	102	0
COC(=O)c1ccccc1NC(=O)COc1ccc(S(=O)(=O)NC(C)C)cc1	91	93	2	93	94	91	100	1
CCN(CC)c1ccc2cc(-c3nc4ccccc4[nH]3)c(=O)oc2c1	171*	112	i	112	200*	139	108	0

(list continues)
SMILES	LAP4 TOR yeast	RPL19A TOR yeast	VLA-4 inh	AGP1-GFP MLPCN	MEP2-GFP yeast	CIT2-GFP yeast	CR mimetic SO	GRK2 aptamer HTS
COCCCC1CCN(C(=O)c2cc(COc3ccc(C)nc3)on2)CC1	102	97	-3	105	102	113	98	0
COc1cccc(C(C#N)N2CCOCC2)c1 (stereo unspecified)	102	103	-3	109	106	109	97	0
O=C(CSc1nc2[nH]ncc2c(=O)[nH]1)Nc1nccs1	97	105	8	94	105	107	89	18
Cc1cc(C(=O)COC(=O)c2ccc(N)c([N+](=O)[O-])c2)c(C)n1-c1ccc2c(c1)OCO2	86	106	1	96	101	95	101	6
O=C(Cc1ccccc1)NCC(=O)N/N=C/c1cccnc1	111	102	15	106	98	100	106	0
Cc1nn(-c2ccccc2)c(C)c1NC(=O)COC(=O)c1cccc(OC(F)F)c1	93	92	-2	84	96	83	99	1
COCCN1C(=O)N(c2ccc(Cl)cc2)C(=O)C1CC(=O)Nc1cc(OC)cc(OC)c1 (stereo unspecified)	100	107	-7	106	102	112	101	2
COc1ccc(CNC(=O)C2CCN(c3nc(OC)nc(OC)n3)CC2)cc1	102	92	14	98	95	93	83	1
Cc1ccc(N2C(=O)N(CC(=O)Nc3ccc(C)c(C)c3)C(=O)C2C)cc1 (stereo unspecified)	83	79	10	82	82	74	101	0
CCOc1ccc2nc(NC(=O)Nc3ccccc3)sc2c1	101	96	2	94	99	101	110	0
COc1ccc(CCNc2nc3c(c(=O)n(C)c(=O)n3C)n2C)cc1OC	104	113	-3	116	117	·	99	0
CC(C)C(C(=O)Nc1ncn[nH]1)N1C(=O)c2ccccc2C1=O (stereo unspecified)	95	95	0	95	96	103	89	0
C[C@@H]1NC(=O)c2cc([N+](=O)[O-])cc(I)c2NCCCC[C@@H](C(N)=O)NC(=O)[C@H](CC(N)=O)NC1=O	111	97	-4	108	102	97	96	0
CCOC(=O)c1cc2[nH]c3ccccc3c2[n+](-c2ccc([N+](=O)[O-])cc2)c1C	106	105	-4	103	109	105	100	2

For convenience, some entries already given.
SMILES	LAP4 TOR yeast	RPL19A TOR yeast	VLA-4 inh	AGP1-GFP MLPCN	MEP2-GFP yeast	CIT2-GFP yeast	CR mimetic SO	GRK2 aptamer HTS
COc1cccc(C(C#N)N2CCOCC2)c1 (stereo unspecified)	102	103	-3	109	106	109	97	0
O=C(CSc1nc2[nH]ncc2c(=O)[nH]1)Nc1nccs1	97	105	8	94	105	107	89	18
Cc1cc(C(=O)COC(=O)c2ccc(N)c([N+](=O)[O-])c2)c(C)n1-c1ccc2c(c1)OCO2	86	106	1	96	101	95	101	6
O=C(Cc1ccccc1)NCC(=O)N/N=C/c1cccnc1	111	102	15	106	98	100	106	0
Cc1nn(-c2ccccc2)c(C)c1NC(=O)COC(=O)c1cccc(OC(F)F)c1	93	92	-2	84	96	83	99	1
COCCN1C(=O)N(c2ccc(Cl)cc2)C(=O)C1CC(=O)Nc1cc(OC)cc(OC)c1 (stereo unspecified)	100	107	-7	106	102	112	101	2
COc1ccc(CNC(=O)C2CCN(c3nc(OC)nc(OC)n3)CC2)cc1	102	92	14	98	95	93	83	1
Cc1ccc(N2C(=O)N(CC(=O)Nc3ccc(C)c(C)c3)C(=O)C2C)cc1 (stereo unspecified)	83	79	10	82	82	74	101	0
CCOc1ccc2nc(NC(=O)Nc3ccccc3)sc2c1	101	96	2	94	99	101	110	0
COc1ccc(CCNc2nc3c(c(=O)n(C)c(=O)n3C)n2C)cc1OC	104	113	-3	116	117	·	99	0
CC(C)C(C(=O)Nc1ncn[nH]1)N1C(=O)c2ccccc2C1=O (stereo unspecified)	95	95	0	95	96	103	89	0
C[C@@H]1NC(=O)c2cc([N+](=O)[O-])cc(I)c2NCCCC[C@@H](C(N)=O)NC(=O)[C@H](CC(N)=O)NC1=O	111	97	-4	108	102	97	96	0
CCOC(=O)c1cc2[nH]c3ccccc3c2[n+](-c2ccc([N+](=O)[O-])cc2)c1C	106	105	-4	103	109	105	100	2
